DRD3 agonist – D3 dopamine receptor (human) agonism; hit rate 0.58% among 410,000; D3R DiscoveRx beta-arrestin cells, luminescence, 90 min; P35462; max activation, %; AID 652048; in the data active = max activation above about 30%; note: 0% is about no effect; mostly tested at two doses, the higher about 12 µM
Target sequence (P35462 whole entry, looked up): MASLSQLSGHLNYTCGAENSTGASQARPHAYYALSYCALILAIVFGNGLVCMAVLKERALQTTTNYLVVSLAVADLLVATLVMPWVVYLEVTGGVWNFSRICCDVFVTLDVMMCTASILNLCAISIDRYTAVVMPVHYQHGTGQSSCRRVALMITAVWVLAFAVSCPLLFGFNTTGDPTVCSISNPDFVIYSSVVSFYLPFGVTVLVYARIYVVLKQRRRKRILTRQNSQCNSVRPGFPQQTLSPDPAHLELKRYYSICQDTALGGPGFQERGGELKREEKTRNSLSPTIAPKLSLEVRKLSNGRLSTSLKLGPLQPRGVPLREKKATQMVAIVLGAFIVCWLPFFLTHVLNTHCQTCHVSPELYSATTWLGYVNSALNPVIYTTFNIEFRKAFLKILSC
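Cells at 1500/well, incubated overnight, then treated with pinned compounds (dopamine as control) for 90 min at 37 degrees C. DiscoveRx reagent added for 30 - 60 minutes at room temperature; luminescence read.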
D3 antag – antagonists of human D3 dopamine receptor | P35462 | D3R cells, DiscoveRx beta-arrestin luminescence, antagonist mode; active compounds read low | max response, negative = inhibition, % | hit rate 2.5% among 360,000 | AID 652054; in the data active = max response below about -50%; inconclusive = no clear call, values can overlap the other calls; note: % is set by controls: 0 for no effect and ±100 for the full control effect; mostly tested at two doses, the higher about 12 µM
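Cells expressing the human receptor were seeded at 1500 cells/well, incubated overnight at 37 degrees C in 5% CO2, then exposed to library compounds with dopamine controls for 90 minutes at 37 degrees C before luminescent detection.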
KB-V1 cytotox – KB-V1 MDR subline cytotoxicity | KB-V1 MDR cells viability, CellTiter-Glo, 72 h | Potency, µM (doses to about 46.1 µM), for the others: at the highest dose activity change, negative = cytotoxicity, hits mostly cytotoxic | hit rate 3.4% among 400,000; note: potency is the fitted concentration of half-maximal effect; % is set by controls: 0 for no effect and ±100 for the full control effect; nearly all actives have a fitted effect of over 60% in size
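Compound-treated KB-V1 multidrug-resistant cells, 72 h, 37 degrees C; viability by CellTiter-Glo. Fitted qHTS curves give the values.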
KB-3-1 tox – KB-3-1 parental cell cytotoxicity; KB-3-1 viability, CellTiter-Glo ATP luminescence, 72 h; Potency, µM (titrated, usually from 46.1 µM), for the others: at the highest dose activity change, negative = cytotoxic, hits mostly cytotoxic; hit rate 1.4% among 400,000; note: potency is the fitted concentration of half-maximal effect; % is set by controls: 0 for no effect and ±100 for the full control effect; nearly all actives have a fitted effect of over 60% in size
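Cytotoxicity measured as CellTiter-Glo luminescence after 72 h at 37 C. Compound titrations were pinned onto drug-naive KB-3-1 parental adenocarcinoma cells grown in DMEM with 10% FBS, and normalized data fitted to concentration-response curves.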
GLP-1R agonist – agonists of human GLP-1 receptor; hit rate 0.007% among 380,000; Potency, µM (series often up to 45.6 µM), inactives show at the top dose activation, actives largely listed as activators; HEK293 GLP-1R CRE-luciferase, luminescence, 4-6 h; cells express a hypersensitive GLP-1R form; note: potency is the fitted concentration of half-maximal effect; % of control where 0% means no effect
Target sequence (P43220 whole entry, looked up): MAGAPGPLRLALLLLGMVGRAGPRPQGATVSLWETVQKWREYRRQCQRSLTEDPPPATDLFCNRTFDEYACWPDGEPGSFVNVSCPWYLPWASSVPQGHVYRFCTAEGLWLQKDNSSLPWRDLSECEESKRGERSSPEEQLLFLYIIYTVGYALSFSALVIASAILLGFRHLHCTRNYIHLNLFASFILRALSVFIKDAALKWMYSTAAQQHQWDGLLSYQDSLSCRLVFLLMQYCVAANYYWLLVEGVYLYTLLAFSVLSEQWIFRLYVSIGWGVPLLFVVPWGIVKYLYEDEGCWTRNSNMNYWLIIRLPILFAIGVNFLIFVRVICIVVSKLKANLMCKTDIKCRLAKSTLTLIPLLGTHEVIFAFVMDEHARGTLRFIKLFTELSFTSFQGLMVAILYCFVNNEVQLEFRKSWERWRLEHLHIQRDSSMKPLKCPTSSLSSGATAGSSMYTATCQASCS
HT1080 IDH1KD tx – kills HT-1080 cells with IDH1 knockdown; HT-1080 IDH1 knockdown viability, ATP luminescence, 48 h; Potency, µM (titrated, usually from 46.1 µM), for the others: at the highest dose activity, negative = toxicity, actives largely listed as cytotoxic; hit rate 2% among 360,000;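 note: potency is the fitted concentration of half-maximal effect; 0% = DMSO wells and -100% = cell-free medium wells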
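After a 2 h attachment period, IDH1KD HT-1080 cells took pin-transferred compound for 48 h at 37 °C; ATP-based luminescence after 10 min room-temperature reagent incubation reported viability.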
HT1080-NT tox – kills 2HG-producing HT-1080-NT fibrosarcoma cells; HT-1080-NT fibrosarcoma viability, CellTiter-Glo ATP luminescence, 48 h; Potency, µM (top dose mostly 46.1 µM), inactives show at the top dose activity, negative = less viability, hits mostly cytotoxic; hit rate 1.6% among 360,000;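 note: NT is the 2HG producing partner of a matched IDH1 knockdown line; potency is the fitted concentration of half-maximal effect; 0% = DMSO-treated cells and -100% = media-only wells without cells; nearly all actives have a fitted effect of over 55% in size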
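HT-1080-NT; 750 cells/well; 5% FBS RPMI; 48 h compound, 37 degrees C; CellTiter-Glo luminescence; curve fitting and curve-class assignment.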
IL1B secr inh – inhibitors of inflammasome signaling (IL-1 beta secretion) | THP-1 LPS/ATP IL-1B secretion, AlphaLISA, 16 h; active compounds read low | activity change, % at 57.5 µM | hit rate 4.7% among 360,000; in the data active = activity change below about -50%; inconclusive = mostly about -30% to -49%; note: % is set by controls: 0 for no effect and ±100 for the full control effect
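Secreted IL-1B measured by AlphaLISA bead assay after 16 h compound exposure of THP-1 cells; compounds (final up to 57.5 uM) added 1 h before LPS (250 ng/mL) and ATP (1.25 mM) stimulation; lower signal means less secretion.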
SW480 rerep – induces DNA re-replication in SW480 colon adenocarcinoma cells | AID 624297 | SW480 DNA re-replication, Hoechst DNA content imaging, 48 h | hit rate 1.8% among 340,000 | Potency, µM (titrated, usually from 46.1 µM), for the others: at the top dose re-replication activation, usual class: activators; note: potency is the fitted concentration of half-maximal effect; % of control where 0% means no effect; nearly all actives have a fitted effect of over 55% in size
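Image-based DNA-content assay: after two days of treatment, nuclei were labelled with the DNA dye Hoechst and imaged, and hits were compounds raising the count of nuclei showing high fluorescence intensity.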
An asterisk follows results filed as active; ? = inconclusive; nt = not tested or not shown; [ ] = remark or other dose. Unless noted, calls come from the whole dose curve; as a rule, active = well fitted curve in the direction sought with a large enough effect; inconclusive = small, poorly fitted or top-dose-only effect, or another doubt; inactive = no such curve, though single readings can be large; an effect the other way counts as inactive or inconclusive.

| SMILES | DRD3 agonist | D3 antag | KB-V1 cytotox | KB-3-1 tox | GLP-1R agonist | HT1080 IDH1KD tx | HT1080-NT tox | IL1B secr inh | SW480 rerep |
| --- | --- | --- | --- | --- | --- | --- | --- | --- | --- |
| COc1ccc(OC(C)C(=O)NCCc2nc3ccccc3[nH]2)cc1 (centres undefined) | 0 | 12 | 0% | 14% | -2% | 16% | 22% | 26 | -1% |
| c1ccc(SCc2cn(C[C@H]3CC[C@@H]([C@@H]4CC[C@H](Cn5cc(CSc6ccccc6)nn5)O4)O3)nn2)cc1 | -4 | -22 | 0% | -10% | -4% | -6% | -5% | -8 | -15% |
| O=C(Nc1cc(S(=O)(=O)N2CCOCC2)ccc1N1CCOCC1)c1ccccc1Cl | -3 | 12 | -9% | -2% | 6% | 17% | 0% | -8 | 3% |
| COC(=O)Cn1c2c(c3cc(C)ccc31)CCCC2 | 0 | -12 | 0% | -5% | 1% | 7% | 8% | -1 | 3% |
| Cc1cc(=O)oc2cc(OCC(=O)Nc3ccc(N4CCC(C)CC4)cc3)ccc12 | -6 | 8 | -8% | -9% | -3% | ? | ? | -16 | ? |
| CCOc1ccc(/C=N/NC(=O)COc2ccccc2-c2ccccc2)cc1 | 2 | 4 | ? | ? | -4% | ? | ? | -4 | ? |
| O=C(CN1CCN(Cc2ccccc2Cl)CC1)N/N=C/c1ccco1 | 17 | 9 | ? | 18% | 6% | 2% | 1% | 14 | -17% |
| COc1ccc(NC(=O)n2ncc3cc(Cl)ccc32)cc1OC | -4 | 5 | 3% | 1% | 14% | 11% | 11% | -29 | -1% |
| O=C(CSCc1ccc(Cl)cc1)Nc1ccc(-c2nnc(-c3ccccc3)o2)cc1 | -5 | 1 | ? | -24% | 6% | -3% | 1% | 2 | -179%[inhibitor] |
| CCN(CC)S(=O)(=O)c1ccc2[nH]c(=O)c3ccccc3c2c1 | -2 | 8 | 12% | 16% | 9% | 7% | 26% | 78 | ? |
| Cc1ccc(-n2c(N)c(C(N)=O)sc2=S)c(C)c1 | -4 | -6 | -2% | 2% | 1% | 0% | 1% | 0 | -10% |
| O=C(NCCCN1CCOCC1)c1ccc2c(=O)n(CCc3ccccc3)c(=O)[nH]c2c1 | -1 | 30 | 9% | -1% | -10% | -3% | 0% | 23 | -1% |
| O=C(NC1CCCC1)c1ccc(Br)o1 | -18 | 3 | 12% | -4% | -4% | 12% | 2% | -23 | 1% |
| Cn1c(N)c(C(=O)COC(=O)c2ccc3ccccc3c2)c(=O)n(C)c1=O | 3 | 27 | 14% | 0% | -10% | 8% | -5% | 13 | -3% |
| Cc1ccc(S(=O)(=O)NCC(c2ccccc2)N2CCN(c3ccc(F)cc3)CC2)cc1 (centres undefined) | -3 | -16 | -1% | -3% | 3% | 3% | 2% | -4 | -28% |
| OC(COc1ccc(Cl)cc1)CN1CCCCC1 (centres undefined) | -20 | -55* | -7% | 2% | 26% | ? | -20% | 0 | 15% |
| CCc1ccc(CNC(=O)CN2CCSc3ccccc32)cc1 | -1 | nt | -23% | 9% | 12% | nt | nt | nt | nt |
| COCC1CCCC1OS(N)(=O)=O (centres undefined) | 6 | 25 | 28% | 11% | -4% | 14% | 0% | 11 | -6% |
| O=C(COC(=O)/C=C/c1c(F)cccc1Cl)NCC1CCCO1 (centres undefined) | -8 | -19 | -2% | 5% | 4% | -1% | -2% | -14 | -2% |
| O=C(CN1C(=O)NC2(CCCC2)C1=O)Nc1cc(Cl)ccc1N1CCOCC1 | 6 | 20 | ? | 16% | 10% | 1% | 2% | 0 | 0% |
| CC(=O)c1c(C)[nH]c(C(=O)CSc2ccc(F)cc2)c1C | -3 | 18 | ? | ? | 18% | -12% | ? | 55 | ? |
| O=C(NCCN=C1NS(=O)(=O)c2ccccc21)c1ccncc1 | 13 | 19 | 5% | 8% | -10% | -1% | 4% | 3 | -13% |
| CC(C)(C)c1ccc(Cn2c(=N)n(CC(O)c3ccco3)c3ccccc32)cc1 (centres undefined) | 7 | 13 | ? | ? | 18% | 21µM* | 23µM* | -67* | ? |
| CN1CCN(S(=O)(=O)c2ccc(NC(=O)c3ccc(F)cc3Cl)cc2)CC1 | 4 | 14 | ? | 0% | -2% | -7% | -1% | 14 | 2% |
| O=C(Nc1ccccc1C(=O)NCCCN1CCOCC1)c1ccc(F)cc1F | 6 | 6 | -6% | -3% | 10% | ? | -5% | 2 | 6% |
| COc1ccc(C)cc1NC(=O)Nc1ccccc1SC | -3 | -18 | ? | 22% | 6% | 1% | 0% | 16 | 1% |
| CC1CCN(CCCOc2ccc(Br)cc2Cl)CC1 | -15 | -62* | ? | 6% | 1% | -29% | -18% | -60* | 0% |
| COc1ccccc1/C=C1/C(=O)N(c2ccccc2)N=C1C | 0 | -3 | 3% | 5% | 5% | -1% | -3% | 3 | 4% |
| Cc1ccc(NC(=O)c2ccc(CSc3nnc(C)s3)cc2)c(C)c1 | -6 | 17 | -3% | 1% | 22% | -3% | 2% | 7 | 1% |
| Cc1cnc(NC(=O)c2cc3c(s2)CCCC3)s1 | -2 | -6 | -14% | 21µM* | -3% | -17% | -16% | -2 | 0% |
| CC(=O)c1cccc(NC(=O)c2cc(-c3ccc(C)cc3)on2)c1 | -15 | -13 | -22% | -6% | -4% | 25% | 6% | -16 | 0% |
| COc1ccc(S(=O)(=O)Nc2ccc3c(c2)C(=O)N([C@H](C)CO)C[C@H](C)[C@@H](CN(C)S(=O)(=O)c2c(C)noc2C)O3)cc1 | 15 | 4 | 7% | 24% | 5% | 7% | 5% | -6 | -14% |
| O=C(/C=C/c1ccccc1[N+](=O)[O-])N1CCN(c2ccccc2F)CC1 | 3 | 3 | 26% | 9% | -1% | 8% | 5% | -6 | -8% |
| CC(=O)c1cc(F)c(N2CCN(C(=O)c3ccco3)CC2)cc1C | 5 | 33 | ? | 5% | 2% | 12% | 12% | -4 | -3% |
| COc1ccc(-n2c(=S)[nH]c3ccccc32)cc1 | -1 | -10 | 2% | -2% | 0% | -1% | 1% | 29 | 1% |
| Cc1ccc(Nc2nc(Cl)nc(N(C)C#N)n2)cc1 | -1 | ? | 0% | -18% | -31%[inhibitor] | ? | ? | -114* | 2%[9.22 µM] |
| CC(=O)N1C(C)(C)CC(=NOC(=O)c2ccccc2)CC1(C)C | 3 | 16 | 7% | 2% | -3% | 11% | 11% | 2 | -25% |
| O=C(Nc1ccc(N2CCCC2)cc1)c1cc2ccccc2o1 | -10 | 0 | 0% | 1% | 0% | 7% | 5% | -11 | -4% |
| O=C(CN(C(=O)CCC(=O)Nc1ccccn1)c1cccc(F)c1)NCc1ccc2c(c1)OCO2 | 9 | -8 | -15% | 25% | 8% | 2% | 0% | -3 | 6% |
| N#Cc1c(Cl)cccc1Oc1ccc(S(=O)(=O)Nc2ccccc2)cc1 | 3 | 5 | ? | -19% | 19% | -4% | -24% | nt | -3% |
| Cc1ccc(C(=O)OCC(=O)Nc2sccc2C(N)=O)cc1NC(=O)c1ccco1 | -1 | 29 | -24% | ? | -25% | -6% | -1% | -5 | -2% |
| O=C(CN1C(=O)/C(=C/c2ccc(F)cc2)SC1=S)NC1CCS(=O)(=O)C1 (centres undefined) | -4 | 3 | ? | -2% | 1% | 0% | 7% | -13 | ? |
| CC(C)(C)Nc1nc2cc([N+](=O)[O-])ccc2o1 | -13 | -8 | 6% | 4% | -1% | 15% | 2% | 4 | 19% |
| CC(C)CCNC(=O)CCCOc1cc(=O)n(C)c2ccccc12 | 1 | 15 | 13µM* | -1% | 11% | 13% | 10% | 50 | -6% |
| COc1ccccc1NC(=O)COc1cccnc1[N+](=O)[O-] | -2 | -8 | -20% | 1% | 3% | 1% | 13% | -5 | -8% |
| O=C(N1CCN(c2ccccc2)CC1)C1(c2cccs2)CCOCC1 | 7 | 42 | 1% | 7% | 0% | 10% | 9% | -3 | -4% |
| Cc1cccc(C(=O)N2CCN(c3ccc(N4CCOCC4)nn3)CC2)c1 | -1 | 0 | -11% | -2% | 12% | 0% | 0% | 14 | -1% |
| CC(C)(C)c1ccc(S(=O)(=O)N2CCN(Cc3cc4c(cc3O)OCO4)CC2)cc1 | 1 | 0 | ? | 9% | -23% | 2% | 10% | -21 | -11% |

Sorted by count of non-hydrogen atoms (lowest first): some entries from above.
| SMILES | DRD3 agonist | D3 antag | KB-V1 cytotox | KB-3-1 tox | GLP-1R agonist | HT1080 IDH1KD tx | HT1080-NT tox | IL1B secr inh | SW480 rerep |
| --- | --- | --- | --- | --- | --- | --- | --- | --- | --- |
| OC(COc1ccc(Cl)cc1)CN1CCCCC1 (centres undefined) | -20 | -55* | -7% | 2% | 26% | ? | -20% | 0 | 15% |
| COC(=O)Cn1c2c(c3cc(C)ccc31)CCCC2 | 0 | -12 | 0% | -5% | 1% | 7% | 8% | -1 | 3% |
| O=C(CN1CCN(Cc2ccccc2Cl)CC1)N/N=C/c1ccco1 | 17 | 9 | ? | 18% | 6% | 2% | 1% | 14 | -17% |
| O=C(/C=C/c1ccccc1[N+](=O)[O-])N1CCN(c2ccccc2F)CC1 | 3 | 3 | 26% | 9% | -1% | 8% | 5% | -6 | -8% |
| CCOc1ccc(/C=N/NC(=O)COc2ccccc2-c2ccccc2)cc1 | 2 | 4 | ? | ? | -4% | ? | ? | -4 | ? |
| O=C(Nc1ccccc1C(=O)NCCCN1CCOCC1)c1ccc(F)cc1F | 6 | 6 | -6% | -3% | 10% | ? | -5% | 2 | 6% |
| O=C(CSCc1ccc(Cl)cc1)Nc1ccc(-c2nnc(-c3ccccc3)o2)cc1 | -5 | 1 | ? | -24% | 6% | -3% | 1% | 2 | -179%[inhibitor] |
| O=C(Nc1cc(S(=O)(=O)N2CCOCC2)ccc1N1CCOCC1)c1ccccc1Cl | -3 | 12 | -9% | -2% | 6% | 17% | 0% | -8 | 3% |
